TRPC4 agonist – activators of mouse TRPC4 channel. Q9QUQ5. HEK293 TRPC4beta/mu-opioid, Fluo4 calcium fluorescence; hits give high values. B-score at 10 µM. 0.49% of 310,000 active. AID 2237;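 active = B-score above 5 SD of library B-scores, and initial fluorescence ratio not above library mean plus 5 SD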;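 also: positive B-score marks a calcium rise read as TRPC4 activation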
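System: HEK293 cells stably co-expressing mouse TRPC4beta and mu-opioid receptor; Schedule: Fluo4 dye loading 45 min at room temperature, 110 s recording; Detection: Fluo4 fluorescence, kinetic; Evaluation: B-scored integrated calcium fluorescence ratio; Controls: buffer (low) and maximal DAMGO (high).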
MrgX1 antag – blocks BAM8-22 activation of human MrgX1 receptor. Q96LB2. MRGX1-HEK293 calcium flux, Fluo-4, BAM8-22 antagonism; hits give low values. B-score at 10 µM. 1.3% of 310,000 active. AID 588676;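 active = calcium-response B-score plate-corrected more than 3 library SD below zero, starting fluorescence within 5 deviations, no agonist response on first addition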;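 also: peak minus trough fluorescence over baseline after final BAM8-22 challenge near maximal dose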
Target sequence (Q96LB2 whole entry, looked up): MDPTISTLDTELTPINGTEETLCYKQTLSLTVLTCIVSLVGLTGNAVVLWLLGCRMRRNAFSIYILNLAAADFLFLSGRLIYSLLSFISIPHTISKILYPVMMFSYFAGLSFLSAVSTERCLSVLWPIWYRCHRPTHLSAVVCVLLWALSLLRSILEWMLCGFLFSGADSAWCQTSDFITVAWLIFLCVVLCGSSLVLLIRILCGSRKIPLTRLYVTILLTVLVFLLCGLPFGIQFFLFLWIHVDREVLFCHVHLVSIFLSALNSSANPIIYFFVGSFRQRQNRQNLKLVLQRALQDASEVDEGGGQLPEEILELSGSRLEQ
MrgX1 agonist – activates human MrgX1 receptor signaling; Q96LB2; MrgX1-HEK293 cells, Fluo-4 calcium fluorescence, agonist mode; hits give high values; B-score at 10 µM; 0.44% of 310,000 active; AID 588627;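 active = calcium response B-score plate-corrected fluorescence ratio at least 3 library SD, with starting fluorescence B-score inside 5 SD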
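Material – MrgX1-expressing HEK293 cells · Input – 15,000 cells seeded per well · Dosing – compound as first of three additions · Times – overnight seeding, then 1 h dark dye loading · Measured by – kinetic Fluo-4 NW fluorescence of intracellular calcium · Read-out – B-scored fluorescence response ratio · Benchmarks – positive and negative control wells on each plate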
TRPC4 potent – allosteric potentiators of mouse TRPC4 channel; 0.42% of 310,000 active; B-score at 10 µM; HEK293 TRPC4beta/mu-opioid, DAMGO EC20, Fluo-4 Ca2+ flux; hits give high values;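 active = B-score of calcium response area above 5 SD of library B-scores, with initial fluorescence ratio within 5 SD of library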;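 also: B-score of integrated fluorescence ratio over time as area under calcium response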
TRPC4 block – TRPC4 (mouse) channel inhibition; Q9QUQ5; HEK293 TRPC4beta/mu-opioid, DAMGO-evoked Fluo4 calcium flux; hits give low values; B-score at 10 µM; 0.39% of 300,000 active; AID 2247;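 active = B-score over 3 SD under the library average, no early fluorescence shift, positive overall ratio signal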
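Assay system: Stable TRPC4beta/mu-opioid receptor HEK293 cells | Reagent: DAMGO in two steps, submaximal then maximal | Compound dosing: Single concentration per test compound | Signal: Fluo4 Ca2+ flux fluorescence | Evaluation: Per-well B score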
MrgX1 allo act – allosterically activates human MrgX1 receptor signaling; B-score at 10 µM; AID 588675; Q96LB2; MrgX1-HEK293, Fluo-4 calcium flux, FDSS; hits give high values; 0.63% of 310,000 active;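 active = plate-corrected calcium response at least 3 library SD above typical, normal starting fluorescence, not activating the receptor alone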;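 also: compound read alongside a low EC10 to EC30 dose of BAM8-22 agonist; peak minus trough fluorescence over baseline measured at the second addition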
TRPC6 act – activates the mouse TRPC6 cation channel; Q61143; HEK293-TRPC6 membrane potential dye fluorescence; hits give high values; B-score at 10 µM; 0.13% of 310,000 active; AID 2550;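 active = B-score of the integrated fluorescence ratio above library mean plus 3 SD, and starting fluorescence ratio within library mean plus 5 SD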;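 also: higher score means more depolarization so channel activation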
AI-2 QS mod – Vibrio harveyi AI-2 quorum sensing modulation. Vibrio harveyi JMH597 AI-2 luminescence/OD600 ratio, 9 h; hits give low values; strain lacks LuxN and CqsS sensors; 0 = neutral-control median. activity change, % at 7.5 µM. 0.4% of 300,000 active; in the data active = activity change below about -75%, passing the limit was not always enough;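 also: luminescence divided by OD600 gain over 9 h not by final OD600 alone; inactives centre near 13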
TRPC6 inh – blocks the mouse TRPC6 cation channel; HEK293-TRPC6, membrane potential dye, ACh-evoked depolarization; hits give low values; AID 2553; B-score at 10 µM; Q61143; 1.1% of 310,000 active;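 active = B-score under library mean minus 3 SD, initial fluorescence not abnormally high, positive integrated signal ratio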;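 also: B-score derived from integrated fluorescence ratio over the kinetic read; more negative B-score means stronger inhibition of depolarization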
PolyA inhibitor – blocks polyadenylation in yeast reporter cells | S. cerevisiae SKY197-pL101 polyadenylation reporter, beta-gal luminescence; efflux-impaired pdr1/pdr3 knockout yeast; score 100 = 6 SD above DMSO | calls only at 12 µM | 0.02% of 300,000 active;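 active = lowest replicate activity score at least 50, where 100 means six control SD above control mean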;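 also: yeast exposed to compound for 9 h at 30 °C; higher score means more reporter readthrough which indicates perturbed polyadenylation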
HIF act – HIF pathway transcriptional activation; AID 1910; U2OS HRE-luciferase reporter, luminescence; normalized: DMSO 0%, desferrioxamine 100%; activation, % at 7.5 µM (by protocol); 0.32% of 300,000 active;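 active = mean activation of at least 10% of the iron chelator positive control signal, with at least half of replicates also reaching 10%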
* marks the source's active call; other numbers are inactive results; i = inactive; . = no result given. This is a subset (hit frequency here may not be typical).

Start of the data: the first three compounds as a preview:
SMILES	TRPC4 agonist	MrgX1 antag	MrgX1 agonist	TRPC4 potent	TRPC4 block	MrgX1 allo act	TRPC6 act	AI-2 QS mod	TRPC6 inh	PolyA inhibitor	HIF act
COc1ccc(OC)c(-c2csc(NC(=O)Cc3cc(OC)c(OC)c(OC)c3)n2)c1	i	i	i	i	i	i	i	21	i	i	-0.9
COc1ccc(OC)c(NC(=O)c2cccnc2Sc2cc(C)ccc2C)c1	i	i	i	i	i	i	i	5	i	i	-0.1
CC(=O)Oc1ccc(-c2csc(Nc3cccc(C)n3)n2)cc1	i	i	i	i	i	i	i	-5	i	i	3.1

The whole of this part, repeating the preview:
SMILES	TRPC4 agonist	MrgX1 antag	MrgX1 agonist	TRPC4 potent	TRPC4 block	MrgX1 allo act	TRPC6 act	AI-2 QS mod	TRPC6 inh	PolyA inhibitor	HIF act
COc1ccc(OC)c(-c2csc(NC(=O)Cc3cc(OC)c(OC)c(OC)c3)n2)c1	i	i	i	i	i	i	i	21	i	i	-0.9
COc1ccc(OC)c(NC(=O)c2cccnc2Sc2cc(C)ccc2C)c1	i	i	i	i	i	i	i	5	i	i	-0.1
CC(=O)Oc1ccc(-c2csc(Nc3cccc(C)n3)n2)cc1	i	i	i	i	i	i	i	-5	i	i	3.1
COCCCn1c(SCC(=O)NC2CCCC2)nnc1-c1cccs1	i	i	i	i	i	i	i	28	i	i	-0.1
Cc1ccc(S(=O)(=O)N2CCC(C(=O)NCCN3CCOCC3)CC2)cc1C	i	i	i	i	i	i	i	18	i	i	0.2
Cc1ccc(NC(=O)c2ccc(C(C)(C)C)cc2)cc1-n1cnnn1	i	i	i	i	i	i	i	15	i	i	0.4
NCC(c1ccco1)c1c[nH]c2ccccc12 (stereo not drawn)	i	i	i	i	i	i	i	28	i	i	-0.8
COc1ccccc1C1(O)C(=O)Nc2ccccc21 (stereo not drawn)	i	i	i	i	i	i	i	11	i	i	0.2
CCOC(=O)c1sc(NC(=O)Nc2cccc(Cl)c2)cc1C	i	-6.1*	i	i	i	i	i	-11	i	i	4.0
O=C(N/N=C\c1ccc([N+](=O)[O-])o1)C1COc2ccccc2O1 (stereo not drawn)	i	i	i	i	i	i	i	-87*	i	i	-0.7
Cc1cc(C)cc(NC(=O)CCOc2ccccc2)c1	i	i	i	i	i	i	i	-27	i	i	0.2
Cc1ccc(N(C)C(=O)c2ccc(CNc3c(N4CCC(C)CC4)c(=O)c3=O)cc2)cc1	i	i	i	i	i	i	i	20	i	i	-0.8
CCOCCCNC(=O)Cn1cnc2sc(C)c(S(=O)(=O)N3CCN(c4ncccn4)CC3)c2c1=O	i	i	i	i	i	i	i	0	i	i	0.1
O=C(CN(Cc1ccccc1)S(=O)(=O)c1ccc(F)cc1)NCCC1=CCCCC1	i	i	i	i	i	i	i	1	i	i	-0.3
O=C(CN1C(=O)C2CCCCC2C1=O)N1CCN(c2ncccn2)CC1 (stereo not drawn)	i	i	i	i	i	i	i	11	i	i	0.5
O=C(NCc1ccccc1)c1cccc(NS(=O)(=O)c2cccc3cccnc23)c1	i	i	i	i	i	i	i	-6	i	i	2.2
CCOc1ccc(NC(=S)N(CCOC)C(C)c2cccnc2)cc1 (stereo not drawn)	i	i	i	i	i	i	i	19	i	i	1.7
COc1ccc(C(OC(=O)c2ccco2)C(=O)NCC2CCCO2)cc1 (stereo not drawn)	i	i	i	i	i	i	i	50	i	i	-0.1
O=C(Nc1nc2c(F)c(F)c(F)cc2s1)c1ccco1	i	i	i	i	i	i	i	-1	i	i	1.9
Cc1cccc(CCNS(=O)(=O)c2cc3c(cc2C)NC(=O)CO3)c1	i	i	i	i	i	i	i	22	i	i	-0.1
CCCCSc1nnc(-c2cc3c(C(F)(F)F)nn(C)c3s2)n1C	i	i	i	i	i	i	i	23	i	i	-0.1
Cc1c(Cl)cnc(NC(=O)COC(=O)C(NC(=O)c2ccco2)C(C)C)c1Cl (stereo not drawn)	i	i	i	i	i	i	i	23	i	i	0.0
O=C1CC(N2CCN(c3ccc(O)cc3)CC2)C(=O)N1c1ccc2c(c1)OCO2 (stereo not drawn)	i	i	i	i	i	i	i	3	i	i	-0.2
COc1ccc(N2CC(NC(=O)NC(C)(C)C)CC2=O)cc1 (stereo not drawn)	i	i	i	i	i	i	i	14	i	i	0.1
COCCNC(=O)CCc1c(C)nc2c(c(C)nn2-c2ccc(C)cc2)c1C	i	i	i	i	i	i	i	8	i	i	0.1
Carrying on:
SMILES	TRPC4 agonist	MrgX1 antag	MrgX1 agonist	TRPC4 potent	TRPC4 block	MrgX1 allo act	TRPC6 act	AI-2 QS mod	TRPC6 inh	PolyA inhibitor	HIF act
O=C(COc1ccc(Cl)cc1Cl)Nc1ccc(-c2ccc(N3CCOCC3)nn2)cc1	i	i	i	i	i	i	i	12	i	i	-0.1
COc1cc(OC)cc(C(=O)Nc2ccc(N(C)C)c3ccccc23)c1	i	i	i	i	i	i	i	9	i	i	0.8
COc1ccccc1CNC(=O)CCS(=O)(=O)c1ccc2c(c1)CC(C)N2C(=O)C1CC1 (stereo not drawn)	i	i	i	i	i	i	i	20	i	i	0.0
O=C(c1cc([N+](=O)[O-])ccc1N1CCOCC1)N1CCN(c2ccc([N+](=O)[O-])cc2)CC1	i	i	i	i	i	i	i	19	i	i	1.3
Cc1ccc(Cn2nnc3c(=O)[nH]c(C4CCN(S(=O)(=O)c5ccc(F)cc5)CC4)nc32)cc1	i	i	i	i	i	i	i	31	i	i	-0.2
CCN(CC)S(=O)(=O)c1ccc(Cl)c(NC(=O)COC(=O)c2ccc(O)cc2)c1	i	i	i	i	i	i	i	32	i	i	-1.4
Cc1cc(Cl)ccc1OCC(=O)N/N=C/c1ccncc1	i	i	i	i	i	i	i	-2	i	i	-0.8
CSc1ccccc1C(=O)NC1CCCC1	i	i	i	i	i	i	i	32	i	i	-3.1
O=C(Nc1ccc(-c2csnn2)cc1)C(Cl)(Cl)Cl	i	i	i	i	i	i	i	10	i	i	-0.2
O=C(CNC(=O)c1ccccc1F)NCCc1ccc(Cl)cc1Cl	i	i	i	i	i	i	i	6	i	i	1.2
Cc1onc(-c2ccccc2)c1C(=O)Nc1ccc2c(c1)OCCO2	i	i	i	i	i	i	i	17	i	i	0.1
CCc1ccc(C(=O)Nc2ccc3nc(C)ccc3c2)cc1	i	i	i	i	i	i	i	14	i	i	2.3
NS(=O)(=O)c1ccc(N/C=C\C(=O)c2cccc3ccccc23)cc1	i	i	i	i	i	i	i	11	i	i	0.6
COC(=O)NCc1ccc(CNC(=O)OC)cc1	i	i	i	i	i	i	i	39	i	i	0.4
CC(C)(C)c1ccc(-c2nc(C#N)c(NCc3cccnc3)o2)cc1	i	i	i	i	i	i	i	36	i	i	-3.0
CCN1/C(=C2\C(=O)N(C)C(=S)N2c2ccccc2)C=Cc2ccccc21	i	i	i	i	i	i	i	11	i	i	-1.0
COc1ccc(CCNC(=O)CCc2nnc(Cc3ccc4c(c3)OCO4)o2)c(OC)c1	i	i	i	i	i	i	i	22	i	i	-0.6
O=C(Cc1ccc(S(=O)(=O)N2CCOCC2)s1)Nc1ccccc1N1CCCC1	i	i	i	i	i	i	i	21	i	i	-0.5
Clc1nc(-c2ccccc2)ncc1Oc1ccccc1	i	i	i	i	i	i	i	-85*	i	i	0.5
CC(/C=C/c1cccc([N+](=O)[O-])c1)=N\NC(=O)c1ccncc1	i	i	i	i	i	i	i	-4	i	i	-0.4
CC1CCC(C(C)C)C(OC(=O)COC(=O)c2ccc(=O)[nH]c2)C1 (stereo not drawn)	i	i	i	i	i	i	i	20	i	i	-44
O=C(CN1CCOCC1)Nc1cccc(C(F)(F)F)c1	i	i	i	i	i	i	i	-7	i	i	-0.5
CCCCCNC(=O)Cc1ccc(OC)cc1	i	i	i	i	i	i	i	12	i	i	-0.2
CCc1nnc2n1N=C(c1ccc([N+](=O)[O-])cc1)CS2	i	i	i	i	i	i	i	-7	i	i	0.0
O=C(NC1CCCCCC1)C(=O)NC1CC1	i	i	i	i	i	i	i	9	i	i	-2.1
Following part:
SMILES	TRPC4 agonist	MrgX1 antag	MrgX1 agonist	TRPC4 potent	TRPC4 block	MrgX1 allo act	TRPC6 act	AI-2 QS mod	TRPC6 inh	PolyA inhibitor	HIF act
COCCNS(=O)(=O)c1cc(OC)c(Cl)cc1Cl	i	.	.	i	i	.	i	16	i	i	0.9
CC(C)CNS(=O)(=O)c1ccc(C(=O)Nc2ccc3c(c2)OCO3)cc1	i	i	i	i	i	i	i	3	i	i	-1.2
COc1ccc(C2=NS(=O)(=O)N(C)C(C(=O)NCc3ccc4c(c3)OCO4)=C2)cc1OC	i	i	i	i	i	i	i	4	i	i	-0.3
CC(C)n1c(=S)[nH]c2c1c(=O)[nH]c(=O)n2C	i	i	i	i	i	i	i	11	i	i	-0.1
Cc1noc(C)c1S(=O)(=O)Nc1ccc(C(=O)NC2CCCCCC2)cc1	i	i	i	i	i	i	i	12	i	i	2.0
Cc1sc2ncn(CC(=O)NCC(=O)N(C)Cc3ccccc3)c(=O)c2c1C	i	i	i	i	i	i	i	25	i	i	-0.2
CC(C)(C)CN1C(=O)C(=O)NC[C@H]1Cc1ccc(O)cc1	i	i	i	i	i	i	i	35	i	i	0.0
COc1cccc2c(=O)n(CC(=O)Nc3ccccc3)ccc12	i	i	i	i	i	i	i	-14	i	i	-0.1
Cc1oc2ccc(OC(C(=O)O)c3ccccc3)cc2c1C(=O)O (stereo not drawn)	i	i	i	i	i	i	i	4	i	i	-0.3
COc1cc(CCC(=O)OCC(=O)Nc2ccc(F)cc2F)cc(OC)c1OC	i	i	i	i	i	i	i	14	i	i	-0.6

In the list so far, 2 have a CF3 group:
SMILES	TRPC4 agonist	MrgX1 antag	MrgX1 agonist	TRPC4 potent	TRPC4 block	MrgX1 allo act	TRPC6 act	AI-2 QS mod	TRPC6 inh	PolyA inhibitor	HIF act
CCCCSc1nnc(-c2cc3c(C(F)(F)F)nn(C)c3s2)n1C	i	i	i	i	i	i	i	23	i	i	-0.1
O=C(CN1CCOCC1)Nc1cccc(C(F)(F)F)c1	i	i	i	i	i	i	i	-7	i	i	-0.5

Screening results deposited in PubChem by several laboratories.
